Screens (PubChem)
HCV core dimer = blocks dimerization of HCV core protein | TR-FRET GST/Flag-core106 dimerization, 1536-well | inhibition, % at 5 µM | actives 0.33% (n = 300,000) | AID 1899;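 active = inhibition above the mean of all tested compounds plus 3 SD, set per screening campaign, cut at about 45% in these data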
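Assay system – GST-tagged and Flag-tagged HCV core protein residues 1-106 · Quantity – core106 proteins, GST 13.5 nM and Flag 17 nM · Benchmarks – unlabelled core106 and no-GST-core106 wells · Read-out basis – percent inhibition of core106 dimerization signal · Detection – time-resolved FRET, ex 340 nm, em 617 and 671 nm · Schedule – 4 h at 22.5 °C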
Fh CTSL1 inh = cathepsin L1 inhibition, PFM18AAP counter-screen. inhibition, % at 5.96 µM. recombinant F. hepatica cathepsin L1, Z-Leu-Arg-MCA fluorescence. AID 1906. actives 0.49% (n = 300,000);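 active = inhibition above the mean of all tested compounds plus 3 SD, set per screening campaign, cut at about 17% in these data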;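 also: 0% = plate median of test compound wells and 100% = 1 µM Z-Phe-Ala-diazomethylketone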
PP5 primary = blocks human protein phosphatase 5 activity | P53041 | purified PP5c, OMFP substrate fluorescence | inhibition, % at 6.7 µM | AID 1987 | actives 0.18% (n = 320,000);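 active = inhibition above the campaign's mean inhibition across all tested compounds plus 3 SD, cut at about 9.5% in these data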;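 also: 0% = DMSO only and 100% = 100 µM cantharidin control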
PP1 inh = counter-screen for PP5 inhibitors: inhibitors of human PP1-alpha. purified PP1alpha, OMFP fluorescence. inhibition, % at 6.7 µM. P62136. actives 0.9% (n = 320,000);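 active = inhibition above the mean inhibition of all tested compounds plus 3 SD, computed separately for each screening campaign, cut at about 15% in these data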
Target sequence (P62136 whole entry, looked up): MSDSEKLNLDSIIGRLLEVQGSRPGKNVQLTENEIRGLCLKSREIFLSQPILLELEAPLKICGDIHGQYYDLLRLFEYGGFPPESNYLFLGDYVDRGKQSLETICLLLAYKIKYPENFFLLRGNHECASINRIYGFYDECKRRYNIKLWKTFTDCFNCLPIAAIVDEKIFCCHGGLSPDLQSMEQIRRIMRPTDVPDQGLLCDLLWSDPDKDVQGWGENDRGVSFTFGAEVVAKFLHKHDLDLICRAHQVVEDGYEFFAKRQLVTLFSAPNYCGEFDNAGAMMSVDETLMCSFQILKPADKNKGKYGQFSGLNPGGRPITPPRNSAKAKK
EBNA-1 inh = blocks EBNA-1 binding to DNA. EBNA-1 DNA binding, fluorescence polarization. inhibition, % at 14.8 µM. actives 0.34% (n = 300,000). AID 1950; in the data active = inhibition above about 28%
JMJD2C inh = human JMJD2C demethylase inhibition | actives 0.069% (n = 330,000) | inhibition, % at 2.35 µM | GST-JMJD2C(1-420) H3K9me3 demethylation, DELFIA europium | Q9H3R0;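 active = more than half of a compound's replicate wells show inhibition beyond 50%, single wells judged on their own value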;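 also: signal counts dimethyl H3K9 product captured on neutravidin plate; 0% = median of DMSO wells and 100% = 0.3 times that DMSO median; strong numbers were not always called active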
Target sequence (Q9H3R0 1-420 limits assumed): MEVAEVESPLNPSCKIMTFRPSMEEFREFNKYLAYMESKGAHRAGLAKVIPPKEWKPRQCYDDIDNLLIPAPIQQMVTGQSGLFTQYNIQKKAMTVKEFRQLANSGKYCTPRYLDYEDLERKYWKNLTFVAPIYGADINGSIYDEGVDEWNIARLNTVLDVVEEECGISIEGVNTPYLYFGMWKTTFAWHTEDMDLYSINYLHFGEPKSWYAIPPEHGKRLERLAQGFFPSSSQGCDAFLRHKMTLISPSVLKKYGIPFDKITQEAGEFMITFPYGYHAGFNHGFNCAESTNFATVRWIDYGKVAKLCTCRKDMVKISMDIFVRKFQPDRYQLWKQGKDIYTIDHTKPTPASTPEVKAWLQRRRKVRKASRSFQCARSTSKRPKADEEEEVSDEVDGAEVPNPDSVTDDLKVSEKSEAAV
ZTA DNA inh = ZTA (EBV) inhibition in EBNA-1 counter-screen; P03206; ZTA-DNA binding, fluorescence polarization; inhibition, % at 11 µM; actives 0.15% (n = 320,000); AID 2234; in the data active = inhibition above about 33%
Target sequence (P03206 whole entry, looked up): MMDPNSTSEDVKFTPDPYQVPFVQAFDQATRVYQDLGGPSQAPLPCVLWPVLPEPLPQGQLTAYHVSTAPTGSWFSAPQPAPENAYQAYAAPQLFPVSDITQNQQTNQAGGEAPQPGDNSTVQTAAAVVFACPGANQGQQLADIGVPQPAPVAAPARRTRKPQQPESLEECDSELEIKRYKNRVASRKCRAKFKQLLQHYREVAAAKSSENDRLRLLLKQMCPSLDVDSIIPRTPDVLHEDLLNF
CR mimetic SO = yeast age-related superoxide inhibition as caloric restriction mimetic | S. cerevisiae aged cells, superoxide DHE fluorescence; stronger effect = lower value | superoxide response (% of plate mean), % at 10 µM | actives 0.18% (n = 330,000);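 active = superoxide response under a set limit, about three screen SD below normal, cut at about 65% in these data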;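 also: yeast aged for seven days with compound at 30 °C before DHE staining; 100% = average MFI of all compound-treated wells on the plate with controls excluded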
TPT1 inh = C. albicans TPT1 enzyme inhibition; recombinant caTPT1, FP RNA substrate dephosphorylation; inhibition, % at 5 µM; actives 0.81% (n = 300,000); AID 1962;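 active = inhibition above the mean of all tested compounds plus 3 SD, set per screening campaign, cut at about 24% in these data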;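 also: plate controls were DMSO alone for no effect and ferristatin control at 100 nM for full effect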
Active calls of the source: *; nt = no result given; & = joins results of further samples.

Preview (14 entries):
canonical_smiles	HCV core dimer	Fh CTSL1 inh	PP5 primary	PP1 inh	EBNA-1 inh	JMJD2C inh	ZTA DNA inh	CR mimetic SO	TPT1 inh
Cn1nnc(NC(=O)c2ccc3ccccc3c2)n1	-12	0	-1.2	-3	7	20	-3	114	-1
COC(c1ccccc1)c1nnc(CCC(=O)NCc2cccc(-n3cccn3)c2)o1 (stereo not drawn)	-3	-4	0.8	2	-2	-5	-29	116	-3
COc1ccc(S(=O)(=O)NNC(=O)C23CC4CC(CC(C4)C2)C3)cc1[N+](=O)[O-]	3	-2	3.0	-3	-6	14	4	96	0
Cc1ccsc1-c1n[nH]c(=S)n1CC(C)C	-7	3	1.6	-3	4	-1	-17	93	-2
O=C(CCCC(=O)NCc1ccc(F)cc1)NCc1ccc(F)cc1	-1	1	0.3	-2	-4	-12	14	110	1
Cc1cc(C)n(C(=O)c2cccc([N+](=O)[O-])c2)n1	7	-1	0.3	-5	2	-12	-11	116	0
O=C(N/N=C/c1cccc(NC(=O)c2ccc(Cl)cc2)c1)c1cccc(O)c1	-1	-4	2.9	-6	-3	5	-5	111	1
Cc1nn(C(C)C(=O)N2CCN(c3ccccn3)CC2)c(=O)c2cc3occc3n12 (stereo not drawn)	-2	-4	1.5	3	1	0	-5	100	-5
CC(Oc1ccccc1)C(=O)OCC(=O)Nc1sccc1C(N)=O (stereo not drawn)	nt	nt	0.0	1	nt	0	4	113	nt
CCCCCCCNC(=O)C1(CC2CC(c3ccc(Cl)cc3)=NO2)CCN(C(=O)c2cc(OCC)c(OCC)c(OCC)c2)CC1 (stereo not drawn)	14	5	4.4	-3	1	-6	19	92	1
CCC1(c2ccccc2)NC(=O)N(CC(=O)NNC(=O)c2ccoc2C)C1=O (stereo not drawn)	-5	-26	-1.7	-2	8	83	9	87	0
COc1ccc(NC(=O)CC2C(=O)N(Cc3cccs3)C(=S)N2C(C)C)cc1 (stereo not drawn)	-3	-5	2.0	1	-9	4	9	100	-2
COc1ccc(C2C(C(C)=O)=C(O)C(=O)N2c2ccc(F)cc2)cc1 (stereo not drawn)	1	-1	1.0	2	-9	-2	11	105	-1
O=C(O)CC(C(=O)O)c1ccc(OCCCCOc2ccc(C(CC(=O)O)C(=O)O)cc2)cc1 (stereo not drawn)	-2	-1	0.8	-1	4	-6	22	96	-3

All compounds of this part, from the first entry:
canonical_smiles	HCV core dimer	Fh CTSL1 inh	PP5 primary	PP1 inh	EBNA-1 inh	JMJD2C inh	ZTA DNA inh	CR mimetic SO	TPT1 inh
Cn1nnc(NC(=O)c2ccc3ccccc3c2)n1	-12	0	-1.2	-3	7	20	-3	114	-1
COC(c1ccccc1)c1nnc(CCC(=O)NCc2cccc(-n3cccn3)c2)o1 (stereo not drawn)	-3	-4	0.8	2	-2	-5	-29	116	-3
COc1ccc(S(=O)(=O)NNC(=O)C23CC4CC(CC(C4)C2)C3)cc1[N+](=O)[O-]	3	-2	3.0	-3	-6	14	4	96	0
Cc1ccsc1-c1n[nH]c(=S)n1CC(C)C	-7	3	1.6	-3	4	-1	-17	93	-2
O=C(CCCC(=O)NCc1ccc(F)cc1)NCc1ccc(F)cc1	-1	1	0.3	-2	-4	-12	14	110	1
Cc1cc(C)n(C(=O)c2cccc([N+](=O)[O-])c2)n1	7	-1	0.3	-5	2	-12	-11	116	0
O=C(N/N=C/c1cccc(NC(=O)c2ccc(Cl)cc2)c1)c1cccc(O)c1	-1	-4	2.9	-6	-3	5	-5	111	1
Cc1nn(C(C)C(=O)N2CCN(c3ccccn3)CC2)c(=O)c2cc3occc3n12 (stereo not drawn)	-2	-4	1.5	3	1	0	-5	100	-5
CC(Oc1ccccc1)C(=O)OCC(=O)Nc1sccc1C(N)=O (stereo not drawn)	nt	nt	0.0	1	nt	0	4	113	nt
CCCCCCCNC(=O)C1(CC2CC(c3ccc(Cl)cc3)=NO2)CCN(C(=O)c2cc(OCC)c(OCC)c(OCC)c2)CC1 (stereo not drawn)	14	5	4.4	-3	1	-6	19	92	1
CCC1(c2ccccc2)NC(=O)N(CC(=O)NNC(=O)c2ccoc2C)C1=O (stereo not drawn)	-5	-26	-1.7	-2	8	83	9	87	0
COc1ccc(NC(=O)CC2C(=O)N(Cc3cccs3)C(=S)N2C(C)C)cc1 (stereo not drawn)	-3	-5	2.0	1	-9	4	9	100	-2
COc1ccc(C2C(C(C)=O)=C(O)C(=O)N2c2ccc(F)cc2)cc1 (stereo not drawn)	1	-1	1.0	2	-9	-2	11	105	-1
O=C(O)CC(C(=O)O)c1ccc(OCCCCOc2ccc(C(CC(=O)O)C(=O)O)cc2)cc1 (stereo not drawn)	-2	-1	0.8	-1	4	-6	22	96	-3
COc1ccccc1CNC(=O)CCNC(=O)Cn1cnc2ccccc2c1=O	-6	0	2.5	0	-1	13	0	98	2
COc1ccccc1C(CNC(=O)CNC(=O)c1ccccc1Cl)N1CCCC1 (stereo not drawn)	nt	nt	1.1	-3	nt	-1	2	87	nt
CCOc1ccc(S(=O)(=O)Nc2ccc(C(=O)NCc3ccncc3)cc2)cc1	nt	nt	2.1	-2	nt	-5	-5	89	nt
CCC1CCCCN1C(=O)COc1ccc(F)cc1 (stereo not drawn)	-3	0	0.1	5	9	28	-12	88	-5
Cc1cc([N+](=O)[O-])nn1CCC(=O)Nc1nccs1	4	-7	1.4	-5	-10	10	-1	108	-5
CCCCCCc1ccc(N2C[C@H](CCCCC)[C@@H](CC(=O)NCc3ccccc3)C2=O)cc1	9	7	3.4	-6	-3	2	1	94	1
Cc1cc(/C=N/NC(=O)c2c(Br)cnn2C)c(C)n1-c1cccc(Br)c1	8	2	2.3	1	-8	-10	-5	98	-1
O=C(O)CCSCC(=O)Nc1c(C(=O)C2CC2)oc2ccccc12	-3	-1	2.7	0	-8	4	0	109	-2
COc1ccc(C2=NN(C(=O)COc3ncnc4ccccc34)C(c3ccco3)C2)cc1 (stereo not drawn)	24	3	2.5	-4	27	5	0	103	0
Cc1ccc(-c2nc3ccccn3c2C=O)cc1	4	2	-1.0	-5	-3	-6	-2	108	2
CCOCCCNC(=O)c1ccc2c(c1)ncn2-c1cccc(C)c1	5	-4	0.0	2	-8	-6	-4	94	2
C/C(CC(=O)Nc1ccc(F)cc1)=N\NC(=O)Cc1csc(N)n1	-6	-3	-5.3	-5	-10	3	-3	64*	-2
COc1ccc(S(=O)(=O)N2CCCCC2)cc1NC(=O)CN(Cc1ccco1)Cc1ccco1	nt	nt	4.0	9	nt	0	2	99	nt
CCOC(=O)N1CCN(C(=O)c2ccc3c(c2)NC(=O)/C(=C\c2ccc(OC)c(OC)c2)S3)CC1	-5	0	3.6	1	-29	4	-7	94	3
O=C(CCCCCn1c(=S)[nH]c2ccc(N3CCOCC3)cc2c1=O)NCc1ccccc1	3	1	0.2	1	3	-4	2	107	-1
COCCNC(=O)c1onc(CSc2ccccc2)c1C(=O)O	0	-1	-0.3	0	-8	-13	-3	nt	-5
COc1ccc(CNC(=O)COC(=O)/C=C/c2ccco2)cc1	2	-3	3.0	0	-4	6	-24	120	1
C/C(=N\N=c1/sc2ccccc2n1C)c1ccc(N2CCOCC2)cc1	5	-3	2.8	-3	-12	-5	-1	110	-4
CCCNC(=O)Cc1c(C)oc2ccccc12	-1	-4	1.5	-6	-8	6	-15	105	3
COc1ccccc1-c1oc2ccccc2c1-c1ccc2cc[nH]c2c1	nt	nt	3.9	0	nt	-9	2	102	nt
CC(C)n1nc(C(=O)NCCCN2CCCC2=O)c2ccccc2c1=O	4	-2	0.5	-1	1	-2	15	93	1
COc1cccc(CN(C)C(=O)/C=C/c2ccc(S(=O)(=O)N3CCCCCC3)cc2)c1	5	1	3.0	1	-3	28	-8	117	-3
CCNc1oc(-c2ccc(OC)cc2)nc1S(=O)(=O)c1ccc(Br)cc1	2	2	2.3	-4	-4	-12	-3	84	0
O=C(NCc1ccccc1)c1onc(CSc2ccncc2)c1C(=O)NCc1ccccc1	3	0	1.4	-2	1	-29	0	118	1
COc1ccc(OC)c(S(=O)(=O)N2CCN(C34CC5CC(CC(C5)C3)C4)CC2)c1	-2	0	3.5	-1	0	8	2	102	-3
O=C(CNc1ccc2ccccc2c1)N/N=C/c1ccccn1	2	0	-0.9	-6	1	-1	2	94	-4
O=C(Nc1cccc(Cl)c1)N1CCSc2cc(Cl)ccc21	-15	7	-2.7	-1	8	-35	-4	94	-2
CCOc1cc(C(=O)NC(C)CCc2ccccc2)cc(OCC)c1OCC (stereo not drawn)	0	1	4.3	-2	3	35	-7	112	1
COc1cccc(C(=O)OCCN2CCCCC2)c1	-6	-3	-1.4	1	3	7	11	98	-4
COc1ccc(CC(=O)Nc2cccc(-c3nnc(-c4cccc(C)c4)o3)c2)cc1OC	9	1	2.9	0	-4	-7	8	102	3
CCC(CC)NC(=O)COc1ccc(OC)cc1C=O	-1	0	0.4	0	9	5	6	97	1
O=C(CN1CCS(=O)(=O)CC1)NNC(=O)C1CCCCC1	-1	2	-2.4	-4	-11	1	1	101	-2
CCCCNc1cc(=O)n(C)c(=O)n1C	-5	-2	2.3	-5	-13	2	2	80	-2
O=C(CN1CCOCC1)Nc1ncc(Cc2cccc(Cl)c2Cl)s1	5	3	2.0	-2	11	-3	1	104	-2
Cc1cccc(C)c1NC(=O)CNC(=O)Cc1ccccc1[N+](=O)[O-]	0	-2	0.3	-1	4	13	3	105	-2
CCOC(=O)CSc1nc(C2CC2)cc(-c2ccc(Cl)cc2)c1C#N	11	-2	1.0	3	-14	9	-8	97	-5

(next part)
canonical_smiles	HCV core dimer	Fh CTSL1 inh	PP5 primary	PP1 inh	EBNA-1 inh	JMJD2C inh	ZTA DNA inh	CR mimetic SO	TPT1 inh
CN(C)c1ccc(C2N3CC4(C)CN2CC(C)(C3)C4O)cc1 (stereo not drawn)	-10	3	3.4	-5	-8	8	-8	100	-3
Cc1cccc(-n2c(=O)c3ccccc3n3c(=S)[nH]nc23)c1C	0	-4	1.3	0	-11	-7	6	86	-3
CCCc1c(C)[nH]c2ccc(NC(C)=O)cc2c1=O	-2	3	4.5	-5	6	-88	-2	86	-3
Cc1cc(NC(=O)COC(=O)C2CCN(C(=O)c3ccc(Cl)cc3)CC2)no1	-5	-3	-0.8	0	3	-4	-1	96	-3
Cc1ccccc1NC(=O)C(=O)NCCCN1CCOCC1	-3	2	-2.6	-2	5	5	-1	92	-2
COc1ccc2nc(NC(=O)CSC3=NCCS3)sc2c1	11	0	3.4	1	-3	1	-2	89	6
O=C(N/N=C/c1cc([N+](=O)[O-])ccc1O)C1CCCCC1	-7	0	-1.3	-1	-2	11	25	97	1
COCCN(C(=O)c1ccco1)C(C(=O)NC1CCCC1)c1cccs1 (stereo not drawn)	3	-18	-0.2	-4	4	-5	5	113	1
Cc1cccc(N2C(=O)CC(N3CCN(c4cccc(C(F)(F)F)c4)CC3)C2=O)c1 (stereo not drawn)	-3	0	1.2	3	2	-18&5	-9	97	-1
O=C1CC[C@@H](C(=O)O)N1	-7	2	-1.2	-2	1	nt	5	95	-2
CCn1cc(C(=O)NCCc2ccc(OC)c(OC)c2)c(=O)c2cc(S(=O)(=O)N3CCOCC3)ccc21	-7	3	3.2	1	3	5	-14	94	-2
